NCI-60 one-dose screen, 48 h, at 10 µM unless noted. Numbers give growth in % (100 = growth as untreated, 0 = no growth, -100 = all killed).
A549/ATCC: A549/ATCC NSCLC. AID 1794740. 81,000 compounds, 3.7% hits
HOP-62: HOP-62 NSCLC; 80,000 compounds, 3.9% hits; AID 1794735
CCRF-CEM: CCRF-CEM leukemia; 77,000 compounds, 7% hits
MOLT-4: MOLT-4 leukemia cells | 80,000 compounds, 6.9% hits | AID 1794779
HOP-92: HOP-92 NSCLC cells; AID 1794738; 71,000 compounds, 6.3% hits
M14: M14 melanoma | AID 1794745 | 80,000 compounds, 6.2% hits
RPMI-8226: RPMI-8226 leukemia cells; AID 1794781; 77,000 compounds, 7.5% hits
EKVX: EKVX NSCLC; 71,000 compounds, 3% hits; AID 1794765
* = called active by the depositor; . = no result given; & = joins results of further samples; ! = repeats disagree. Rule for the calls: active = growth percent below 10; inactive = the rest.

SMILES	A549/ATCC	HOP-62	CCRF-CEM	MOLT-4	HOP-92	M14	RPMI-8226	EKVX
COC(=O)[C@]12CC[C@@H](C)[C@H](C)[C@@H]1C1=CC[C@@H]3[C@@]4(C)C(C=O)=C[C@@](C)(COC(=O)/C=C/c5ccccc5)[C@@H]4[C@H](O)C[C@@]3(C)[C@]1(C)CC2	3.8*	-5.4*	16	.	-5.5*	-43*	1.6*	27
COC(=O)CNC(=O)c1ccc(-n2cc(-c3ccccc3)nn2)cc1	96	105	100	109	94	103	91	107
O=S1(=O)CC(N2CCCCC2)C1CN1CCCCC1 (centres undefined)	97	100	92	93	103	111	105	109
COc1cc(C=O)ccc1Oc1nc(NCCO)nc(N2CCOCC2)n1	100	88	101	107	109	106	90	100
COC(=O)CNC(=O)C1CSC2(C(=O)N(C)c3ccccc32)N1C(=O)C1CCCCC1 (centres undefined)	109	97	108	99	104	98	94	94
CCCCCCCCCCCCNC(=S)N/N=C/c1ccc(Cl)c(Cl)c1	103	105	.	94	122	105	102	.
COC(=O)c1cc(C(=O)C(=O)O)ccc1O	103	98	94	87	88	107	106	101
O=S(=O)(O)c1ccc(O)c2cc(Nc3ccccc3)ccc12	88	114	101	91	119	105	99	108
CC(=O)c1ccc(NC(=O)CSc2nnc(-c3cnccn3)n2-c2ccccc2)cc1	91	92	98	65	75	110	86	91
O=C(/C=C/c1cccc(Cl)c1)c1ccc(Nc2nc(Nc3ccc(F)cc3)nc(Nc3ccc(Cl)cc3)n2)cc1	87	92	103	94	73	95	5.9*	139
Nc1cccc2c([N+](=O)[O-])cccc12	102	94	63	64	99	98	75	89
CCOc1ccc(CN(C2CCS(=O)(=O)C2)S(=O)(=O)c2ncsc2-c2ccccc2)cc1 (centres undefined)	100	108	101	92	92	109	100	102
C=CCc1cc2c(cc1COCCOCCOCCCC)OCO2	98	94	12	89	77	91	102	92
COc1ccc(N2CCN(CCC3=C(C)NC4SC(c5ccc(Cl)cc5)=NN4C3=O)CC2)cc1 (centres undefined)	100	106	106	97	119	105	108	70
O=C(c1sc(-c2ccccc2)cc1O)N1CCOCC1	87	94	85	85	89	.	91	96
Cn1cc(-c2nn3cc(-c4cccnc4)nc3s2)c2ccccc21	44	39	38	.	26	14	30	44
COc1ccc(-c2nn(-c3ccccc3)cc2/C=C2\SC(=S)N(C)C2=O)cc1	86	92	96	100	107	96	103	92
CN(C)c1ccc(C(=O)C(=O)c2ccccc2)cc1	87	98	105	86	97	99	107	102
Cc1cccc(/C=C/c2c(C(=O)c3ccccc3)c(C)nc3ccccc23)c1	76	94	87	84	77	101	77	91
CCOC(=O)c1ccccc1[N+](=O)[O-]	93	113	115	90	110	108	119	124
CCc1nn2c(-c3ccc(C)cc3)c(-c3cc(OC)c(OC)c(OC)c3)nc2s1	96	105	96	87	.	106	94	.
C/C(=C\c1cc(Cl)ccc1OCC(=O)O)[N+](=O)[O-]	92	103	80	97	101	103	81	98
C#CC1(OC(C)=O)CCCCC1	75	82	114	113	109	90	114	98
Cc1nc2cc(Nc3nc(Nc4ccc(F)cc4)nc(N4CCOCC4)n3)ccc2n1Cc1ccccc1	67	103	47	33	20	66	40	.
S=C(Nc1cccc(Br)c1)c1ccccc1	101	103	105	84	113	98	101	98
COc1cc(/C=C/C(=O)c2c(-c3ccc(Cl)cc3)nc3sc(C)nn23)cc(OC)c1OC	84	99	33	48	.	76	-16*	.
Cc1cc(O)c(C(C)(C)C)cc1Sc1cc(C(C)(C)C)c(O)cc1C	35	62	18	1.5*	.	0.4*	13	41
COc1cc(C2Nc3n[nH]c(-c4ccccc4)c3C(=O)CS2)cc(OC)c1OC (centres undefined)	95	104	.	.	.	100	.	109
CC(C)(C)OC(=O)NCC(=O)NCC(=O)NCC(=O)OCc1ccccc1	94	103	78	77	.	100	100	.
CC(=O)Nc1ccc(/C=C/C(=O)O)cc1	98	99	98	.	135	99	97	96
O=C(/C=C1\C(=O)N(Cc2ccccc2)c2ccccc21)c1cc2ccccc2oc1=O	104	102	44	32	88	85	99	80
COc1ccc(-c2nc3ccccn3c2-c2nc3ccc(C)cc3[nH]2)cc1	96	107	.	.	84	89	48	.
Clc1ccc(CNc2ccc3nc(CCC4CCCCC4)[nH]c3c2)cc1	60	79	41	39	29	45	-6.2*	76
COc1ccc(NC(=O)c2cccc(C3CCc4c(cc(OC)c(OC)c4OC)O3)c2)cc1 (centres undefined)	32	31	-1.0*	9.2*	-2.5*	28	-24*	47
Cn1ncc2ncc(-c3ccc4ncc(C#N)c(N5CCc6cc(F)c(Cl)cc65)c4c3)cc21	28	22	28	13	7.4*	45	36	11
O=C1NC(=O)/C(=C/N2N=C(c3ccc(Cl)cc3)CC2c2ccc(F)cc2)S1 (centres undefined)	99	103	89	79	71	99	84	80

A different layout for part of the listing above.
canonical_smiles | A549/ATCC | HOP-62 | CCRF-CEM | MOLT-4 | HOP-92 | M14 | RPMI-8226 | EKVX
CC(C)(C)OC(=O)NCC(=O)NCC(=O)NCC(=O)OCc1ccccc1 | 94 | 103 | 78 | 77 | . | 100 | 100 | .
Cc1cc(O)c(C(C)(C)C)cc1Sc1cc(C(C)(C)C)c(O)cc1C | 35 | 62 | 18 | 1.5* | . | 0.4* | 13 | 41
COc1cc(C2Nc3n[nH]c(-c4ccccc4)c3C(=O)CS2)cc(OC)c1OC (centres undefined) | 95 | 104 | . | . | . | 100 | . | 109
COc1cc(/C=C/C(=O)c2c(-c3ccc(Cl)cc3)nc3sc(C)nn23)cc(OC)c1OC | 84 | 99 | 33 | 48 | . | 76 | -16* | .
S=C(Nc1cccc(Br)c1)c1ccccc1 | 101 | 103 | 105 | 84 | 113 | 98 | 101 | 98

Continued.
SMILES	A549/ATCC	HOP-62	CCRF-CEM	MOLT-4	HOP-92	M14	RPMI-8226	EKVX
CC(=O)Nc1cc2cc(N=CN(C)C)ccc2oc1=O	103	113	117	114	.	112	106	.
COc1ccc2oc(=O)cc(-c3cc(-c4cc5ccccc5oc4=O)nc(N)c3C#N)c2c1	97	93	101	85	92	101	90	91
CC1CCCc2c1cc(C(=O)CBr)c1ccccc21 (centres undefined)	91	94	76	74	100	101	83	85
COc1ccc(NC(=O)Nc2ccc(OCC(=O)c3ccc(OC)cc3)cc2)cc1	91	82	100	98	122	111	113	105
Cc1[nH]c(=O)[nH]c(=O)c1Cl	84	93	102	97	102	103	107	99
COC(=O)NC1c2ccccc2CCC1I (centres undefined)	106	106	103	98	74	99	104	102
Cn1cc(-c2nnc(N)nc2-c2c[nH]c3ccc(Br)cc23)c2cc(Br)ccc21	104	106	108	107	111	102	109	103
CCCCCCCCCCCCCCCC[N+]1(CC2CO2)CCOCC1 (centres undefined)	99	.	86	82	78	97	95	83
O=S(=O)(O)c1cccc(/C(=N\Nc2ccccn2)c2ccccn2)c1	100	122	91	124	89	96	114	108
COc1ccc(/C(C)=C(\c2ccc(Cl)cc2)c2ccc(OCCN3CCCCCC3)cc2)cc1	39	48	44	40	80	60	51	57
COc1cc(/C=C/c2cc(/C=C/c3ccc(O)c(OC)c3)n(C(=O)Nc3ccccc3Cl)n2)ccc1O	8.8*	8.4*	-4.5*	-4.6*	-14*	0.3*	-22*	18
CCCNc1nc(SC)nc(-c2cccc([N+](=O)[O-])c2)c1C#N	70	82	109	102	77	100	98	89
Cc1c(C(=O)/C=C/c2ccc(N(C)C)cc2)nnn1-c1ccc(Br)cc1	98	104	95	97	82	96	68	98
CC1(C(C)(O)c2ccc(F)cc2)CC1 (centres undefined)	100	109	91	106	95	107	104	.
OC(CN1CCOCC1)c1ccc(Cl)cc1 (centres undefined)	102	93	111	98	92	105	106	103
COc1ccc(-c2nc(NN)nc(N3CCOCC3)c2C#N)cc1	98	100	96	102	91	114	103	91
COc1ccc2ccc3c(OC)ccc(CC[N+](C)(C)C)c3c2c1OC	99	89	96	85	.	97	95	87
Cc1nc2ccc(Cl)cn2c1[N+](=O)[O-]	102	102	96	89	83	99	97	.
COc1ccccc1/C=C/C(=O)/C=C/c1ccccc1O	6.9*	62	-44*	-26*	.	-31*	-54*	46
CCCN(CCC)c1ccc(/C=C/c2ccc3cc(OCC)ccc3n2)cc1	87	125	63	53	.	86	36	86
COc1cccc(/C=N/N(C)C)c1O	81	93	100	101	94	101	96	105
CC(N)C(=O)NC(CC(=O)O)C(=O)O (centres undefined)	98	95	96	97	92	92	95	.
CCC1c2ccccc2C(=O)C1C(N)=O (centres undefined)	109	101	98	103	.	102	102	102
CS(=O)(=O)c1ccc(Cl)c([N+](=O)[O-])c1	119	105	.	53	.	108	70	104
N#CCCNc1cccc2ccccc12	99	97	106	99	101	101	106	71
Cc1cc2n(n1)-c1ncccc1Oc1ccc(Cl)cc1-2	91	95	90	87	96	101	95	97
CNC(=O)c1cc(-n2ccc3cc(NS(=O)(=O)c4ccccc4)ccc32)ccn1	83	97	81	93	80	115	68	97
CCC(c1nnc(-c2ccccc2)o1)N(C)c1cccc(-c2ccc3c(c2)OCCO3)c1C (centres undefined)	87	106	97	97	91	109	92	95
CN(C)c1ccc(C(Cc2ccc3ccccc3n2)Cc2ccc3ccccc3n2)cc1	91&45	84&71	67&42	75&11	-4.1*!	76&27	51&25	73&49
NC(N)=Nc1ccc(Oc2cccc(NC(N)=Nc3ccc(Br)c(C(F)(F)F)c3)c2)cc1	42	53	53	49	10	.	45	59
O=C(CNC(=O)OCc1ccccc1)OC(c1ccccc1)c1ccccc1	100	99	81	84	83	96	94	96
CCOC(=O)[C@]1(Br)CC[C@@]1(Br)C(=O)OCC	.	127	100	37	109	87	97	100
O=c1[nH]c(S)c(/C=C2\C=c3ccccc3=NC2=S)s1	99	103	84	88	84	92	89	44
Cc1nc(-c2ccccc2)cc2c(O)c(C(=O)N/N=C/c3ccc(O)cc3O)[nH]c(=O)c12	90	115	50	103	.	111	102	102
COC(=O)/C=C/c1cccc2c1C(=O)NC(C)(c1cc3cc4ccccc4cc3oc1=O)N2 (centres undefined)	27	34	53	59	47	56	40	68
CC(=O)c1c(C)nc2ccccc2c1/C=C/c1ccc(Cl)cc1	79	75	83	76	78	105	66	82

Looked up by structure from the list above:
SMILES	A549/ATCC	HOP-62	CCRF-CEM	MOLT-4	HOP-92	M14	RPMI-8226	EKVX
CCC1c2ccccc2C(=O)C1C(N)=O (centres undefined)	109	101	98	103	.	102	102	102
CCCN(CCC)c1ccc(/C=C/c2ccc3cc(OCC)ccc3n2)cc1	87	125	63	53	.	86	36	86
COC(=O)CNC(=O)c1ccc(-n2cc(-c3ccccc3)nn2)cc1	96	105	100	109	94	103	91	107
O=C1NC(=O)/C(=C/N2N=C(c3ccc(Cl)cc3)CC2c2ccc(F)cc2)S1 (centres undefined)	99	103	89	79	71	99	84	80
O=S1(=O)CC(N2CCCCC2)C1CN1CCCCC1 (centres undefined)	97	100	92	93	103	111	105	109
COC(=O)NC1c2ccccc2CCC1I (centres undefined)	106	106	103	98	74	99	104	102

New compounds follow.
SMILES	A549/ATCC	HOP-62	CCRF-CEM	MOLT-4	HOP-92	M14	RPMI-8226	EKVX
OCCN(CCO)C(c1ccccc1)c1ccccc1	96	100	110	105	.	98	103	107
NC(=S)Nc1cccc(Cl)c1	102	97	99	55	91	102	99	92
Cc1cc(C)nc(NS(=O)(=O)c2ccc(Nc3nc4nc(Nc5cccc(O)c5)nc(-c5ccc(O)cc5)c4c(=O)[nH]3)cc2)n1	116	102	107	101	68	.	105	102
CCN(CCO)C(=O)C(C)O (centres undefined)	109	115	105	102	.	101	108	105
O=C1NC(=O)/C(=C/c2ccc(Cl)c(Cl)c2)S1	95	107	100	91	106	97	91	105
CC1CC=CCC1COC(=O)CCCCC(=O)OCC1CC=CCC1C (centres undefined)	84	85	103	82	89	86	96	92
Cc1cccc(C)c1NC(=O)CN1CCCCC1C (centres undefined)	101	102	102	107	.	100	103	103
COc1ccc(/C(Cl)=N/N=C(\Cl)c2cc(OC)c(OC)c(OC)c2)cc1O	79	83	75	80	83	100	84	92
Cc1ccc(S(=O)(=O)/C(=C\c2ccc(Cl)cc2)C(=O)c2ccc(F)cc2)cc1	102	110	97	97	98	103	102	.
CC(=O)[C@H]1CC[C@H]2[C@@H]3C[C@@H](C)[C@@]4(O)CC(=O)CC[C@]4(C)[C@H]3[C@H](O)C[C@]12C	90	106	103	86	101	104	109	105
Clc1ccc(Nc2scc3[n+]2CCC3)cc1	92	100	96	95	81	103	98	60
Clc1ccc(N/N=C/c2ccccn2)nc1	11	.	12	5.0*	40	-26*	26	5.6*
O=C(O)c1ccccc1C(=O)c1cccc2c(F)cccc12	97	105	92	93	83	103	104	108
O=C1C(O)=C(O)C(=O)C(O)=C1O	102&96&113	91&123&109	100&127	105&119	84&106&88	108&99&105	109&108&106	107&109&103
COC(=O)c1c(Cl)c(Cl)c(Cl)c(Cl)c1C(=O)OC	102	111	82	111	84	108	103	103
C=C(C)[C@@H]1CC[C@]2(CO)CC[C@]3(C)[C@H](CC[C@@H]4[C@@](C)(CCCN)[C@H](C(=C)C)CC[C@]43C)[C@@H]12	-69*	-63*	-16*	-32*	-41*	-75*	-43*	-13*
COc1cccc(/C=N/NC(=O)CSc2nc3ccccc3c(=O)n2CCc2ccc(S(N)(=O)=O)cc2)c1	78	100	58	67	114	97	54	99
NCCCCCCCCCCN	102	100	99	91	105	100	.	.
O=C(CSc1nnc(-c2cc(-c3ccccc3)nc3ccccc23)n1-c1ccccc1)Nc1ccc(Cl)cc1	90	103	98	75	108	112	98	91
O=C(O)CCC(=O)c1ccc(Cl)c(Cl)c1	92	114	102	96	.	105	101	96
COc1ccc(-c2cn3c(C(=O)Nc4ccccc4Cl)c(-c4ccccc4)c4c3n2CCCC4)cc1	85	88	66	70	64	74	69	.

Bioassay records (PubChem BioAssay)

Rows are unselected; any-hit rate near 13%.
